# TIM10 inh: TIM10 yeast growth inhibition. S. cerevisiae TIM10 strain growth, BacTiter-Glo luminescence, 24 h. inhibition, % at 10 µM. 1.4% of 330,000 active. AID 463195;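 active = inhibition of 40% or more at the single tested concentration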;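 also: wild-type TIM10 isogenic control strain grown at permissive 25 °C; 0% = DMSO yeast wells and 100% = minimal medium wells without yeast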
# NLRP3 yeast inh: NALP3 inhibition in yeast | Yeast reconstituted NLRP3/ASC/caspase-1, beta-gal luminescence, 24 h | inhibition, % at 10 µM | 0.39% of 330,000 active | AID 2825;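 active = inhibition of 50% or more; inactive = inhibition below 50%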;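 also: plate controls were induced DMSO wells for no effect and uninduced yeast grown without galactose for full effect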
# beta cell repl: MIN6 beta-cell proliferation induction; MIN6 cells proliferation, ATPlite luminescence, 48 h; cells starved in 0.2% serum; 100% = growth in 10% serum; proliferation, % at 10 µM; 0.29% of 330,000 active;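 active = compounds whose signal lies at least 3.5 SD above the mean of all wells on their plate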;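 also: 0% = DMSO-treated cells in low-serum medium and 100% = 10% serum control; some compounds called inactive have numbers as strong as hits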
# hIAP inh: human IAP inhibition; P09923; purified IAP, CDP-Star luminescence, 30 min; AID 2544; inhibition, % at 10 µM; 0.12% of 330,000 active;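 active = inhibition reaching a set limit with compound at 10 µM in the primary screen, cut at about 35% in these data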;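 also: plate controls were DMSO wells with enzyme for no effect and no-enzyme buffer wells for full effect; values of inactives mirror those of a sister screen read the other way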
# Target sequence (P09923 whole entry, looked up): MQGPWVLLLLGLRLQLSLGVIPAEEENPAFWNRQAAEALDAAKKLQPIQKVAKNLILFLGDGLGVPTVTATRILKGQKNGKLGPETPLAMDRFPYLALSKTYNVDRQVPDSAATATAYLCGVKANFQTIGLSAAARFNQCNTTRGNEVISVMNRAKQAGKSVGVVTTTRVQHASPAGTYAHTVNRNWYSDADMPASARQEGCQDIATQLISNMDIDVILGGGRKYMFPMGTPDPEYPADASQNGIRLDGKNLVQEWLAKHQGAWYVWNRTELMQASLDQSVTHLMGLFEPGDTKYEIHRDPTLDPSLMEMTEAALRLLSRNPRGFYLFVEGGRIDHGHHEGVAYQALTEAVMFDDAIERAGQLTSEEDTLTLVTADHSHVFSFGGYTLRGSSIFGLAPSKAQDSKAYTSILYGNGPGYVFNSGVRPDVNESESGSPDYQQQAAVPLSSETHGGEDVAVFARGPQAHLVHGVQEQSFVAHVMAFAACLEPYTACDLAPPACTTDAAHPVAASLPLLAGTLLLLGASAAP
# tim10-1 inh: growth inhibitors of tim10-1 mutant yeast; S. cerevisiae tim10-1 ts strain growth, BacTiter-Glo, 24 h; inhibition, % at 20 µM; 2.2% of 330,000 active; AID 463190;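 active = inhibition of at least 40%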;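 also: mutant grown at 25 °C; 0% = DMSO wells with yeast and 100% = wells holding no yeast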
# A3G deaminase: APOBEC3G (human) deaminase inhibition; Q9HC16; recombinant A3G, ssDNA deamination FAM/TAMRA fluorescence; inhibition, % at 20 µM; 0.28% of 330,000 active; AID 493012;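 active = inhibition of at least 40% at 20 µM, with no more than 30% in the related APOBEC3A deaminase screen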;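 also: plate controls were DMSO wells with A3G for no effect and wells lacking A3G enzyme for full effect; some compounds called inactive have numbers as strong as hits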
# mIAP act: mouse IAP activation; muIAP, CDP-Star luminescence, 30 min; active compounds read high; 1 = vehicle-only enzyme signal, 0 = enzyme-free wells; activation factor at 10 µM; 0.24% of 330,000 active; AID 2805;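 active = activation factor of at least 2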; also: the source names both 10 and 20 µM as test concentration; values of inactives mirror those of a sister screen read the other way
#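 Assay system: mouse IAP enzyme; reagent: chemiluminescent substrate CDP-Star; dosing: test compounds delivered from DMSO solution; schedule: 30 min at room temperature; measured by: luminescence from enzymatic CDP-Star hydrolysis; controls: DMSO-only wells and no-enzyme negative control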
# A3A deaminase: blocks human APOBEC3A ssDNA deamination. P31941. recombinant A3A, FAM/TAMRA ssDNA deamination fluorescence. inhibition, % at 20 µM. 0.41% of 330,000 active. AID 493011;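 active = at least 40% inhibition at 20 µM here, with at most 30% in a related deaminase screen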;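 also: plate controls were A3A with DMSO for no effect and wells lacking A3A enzyme for full effect; some results filed as inactive read as strong as hits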
# Target sequence (P31941 whole entry, looked up): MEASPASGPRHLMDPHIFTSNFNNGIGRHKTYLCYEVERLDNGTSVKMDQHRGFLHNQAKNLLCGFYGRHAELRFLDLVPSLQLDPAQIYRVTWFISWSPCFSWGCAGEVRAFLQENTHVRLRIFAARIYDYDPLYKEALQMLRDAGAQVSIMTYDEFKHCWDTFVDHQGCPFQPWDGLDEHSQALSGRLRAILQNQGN
# mIAP block: mouse IAP inhibition; purified mouse IAP, CDP-Star luminescence, 30 min; inhibition, % at 10 µM; 0.2% of 330,000 active; AID 2806;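 active = inhibition of at least 40% at 10 µM in the primary screen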;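 also: plate controls were DMSO with enzyme for no effect and no enzyme wells for full effect; values of inactives mirror those of a sister screen read the other way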
# * marks the source's active call; other numbers are inactive results. Random draw from the library (roughly 4.6% active in at least one column).
SMILES,TIM10 inh,NLRP3 yeast inh,beta cell repl,hIAP inh,tim10-1 inh,A3G deaminase,mIAP act,A3A deaminase,mIAP block
COc1ccc(Cl)cc1/C=C1/C(=O)ON=C1C,-1,7,-2,1,22,-8,0.93,-3,7
CN(Cc1ccccc1)C(=S)NC(=O)c1ccccc1,16,6,-1,-15,27,-11,1,7,-5
COc1cc([N+](=O)[O-])ccc1NC(=O)Cc1ccc(C)cc1,6,35,1,15,14,3,1,0,-1
CCC1=NN(C(=O)COc2ccccc2)C(O)(c2ccc(Br)cc2)C1 (stereo not drawn),24,14,-3,10,30,0,0.8,-1,20
CC(=O)Nc1sc(C)c(C)c1C(=O)OCC(=O)NCc1ccccc1,-11,8,7,-9,-11,-11,1.1,-3,-5
Cn1c(=NC(=O)c2ccco2)sc2cccc(F)c21,-16,51*,-3,18,-19,-1,0.97,-3,3
Cc1c(C#N)c2ccccc2n1CC(=O)N1CCCc2ccccc21,13,5,-2,14,21,-5,0.94,-2,6
COc1ccc(/C=N/NC(=O)c2cccc([N+](=O)[O-])c2)cc1OS(=O)(=O)c1ccccc1,8,1,-2,1,19,-5,0.9,0,10
O=C1c2ccccc2C(=O)N1CC1c2ccccc2CCN1C(=O)C1CCCCC1 (stereo not drawn),6,13,-1,-5,22,-3,1,3,-2
N#Cc1c(NC(=O)CSc2ncnc3c2cnn3-c2ccccc2Cl)sc2c1CCCC2,8,13,-6,17,10,-3,0.84,-2,16
CCCCN(C(=N)N1CCCCC1)c1nc(C)c([N+](=O)[O-])c(=O)[nH]1,2,1,1,16,11,-5,0.99,-5,1
O=C(Nc1nc2ccc(Cl)cc2s1)C1CCCO1 (stereo not drawn),10,35,-4,1,25,-4,0.95,-2,5
Cn1nnnc1SCC(=O)Nc1cc(C(C)(C)C)nn1-c1ccccc1,9,11,-1,-8,13,-4,1.1,-4,-5
Cc1cc(OC(=O)c2ccc(S(=O)(=O)N(C)C)cc2)cc(=O)o1,0,10,-1,7,5,-5,1.1,-3,-6
CCOC(=O)N1CCN(C(=O)C2CCN(Cc3ccc(O)c(OCC)c3)CC2)CC1,12,1,-2,8,6,-5,0.87,-2,13

# The list goes on (7 carried over from the part before).
SMILES,TIM10 inh,NLRP3 yeast inh,beta cell repl,hIAP inh,tim10-1 inh,A3G deaminase,mIAP act,A3A deaminase,mIAP block
O=C1c2ccccc2C(=O)N1CC1c2ccccc2CCN1C(=O)C1CCCCC1 (stereo not drawn),6,13,-1,-5,22,-3,1,3,-2
N#Cc1c(NC(=O)CSc2ncnc3c2cnn3-c2ccccc2Cl)sc2c1CCCC2,8,13,-6,17,10,-3,0.84,-2,16
CCCCN(C(=N)N1CCCCC1)c1nc(C)c([N+](=O)[O-])c(=O)[nH]1,2,1,1,16,11,-5,0.99,-5,1
O=C(Nc1nc2ccc(Cl)cc2s1)C1CCCO1 (stereo not drawn),10,35,-4,1,25,-4,0.95,-2,5
Cn1nnnc1SCC(=O)Nc1cc(C(C)(C)C)nn1-c1ccccc1,9,11,-1,-8,13,-4,1.1,-4,-5
Cc1cc(OC(=O)c2ccc(S(=O)(=O)N(C)C)cc2)cc(=O)o1,0,10,-1,7,5,-5,1.1,-3,-6
CCOC(=O)N1CCN(C(=O)C2CCN(Cc3ccc(O)c(OCC)c3)CC2)CC1,12,1,-2,8,6,-5,0.87,-2,13
COc1ccc2c(=O)cc(-c3ccccc3)n(C)c2c1,4,8,-2,-7,23,-2,1,3,-2
O=C(O)C1=C[C@H](c2ccc(F)cc2)C[C@H](OCc2ccc(CO)cc2)O1,10,1,-2,12,-15,-7,1,-1,-3
Cc1c(C(C)C)c(=O)n(-c2ccc(S(=O)(=O)NC(C)C)cc2)n1C,5,16,-1,5,-9,-4,1,-3,-2
O=c1cnn(Cc2ccc(F)cc2)c2ccccc12,14,19,-2,11,6,-10,0.92,-5,8
COc1ccc(S(=O)(=O)Nc2ccc(NC(C)=O)cc2)cc1Cl,11,3,-2,-2,8,-4,0.96,0,4
CCCCn1c(SCC(=O)Nc2nnc(C(C)C)s2)nc2c1c(=O)n(C)c(=O)n2C,13,8,-6,-4,9,-1,1,2,-4
CCOc1ccc(CCNC(=O)COC(=O)c2nn(C)c(=O)c3ccccc23)cc1OCC,0,23,1,7,10,-1,0.95,5,5
Cn1c(=O)[nH]c(=O)c2c1nc(CN1CCN(c3ccc(F)cc3)CC1)n2CCN1CCOCC1,5,17,1,-27,-10,1,1.1,3,-11
COc1ccc(-c2noc(C(=O)NCc3ccc(F)cc3)n2)cc1OC,18,18,3,9,24,-9,0.87,-3,13
Cc1cc(NS(=O)(=O)c2ccc(NC(=S)NC(=O)c3cccc(S(=O)(=O)N(C)C)c3)cc2)no1,5,20,-2,5,8,-13,0.95,-3,5
COc1ccc(C(=O)NCC(=O)OCC(=O)N2CCCc3ccccc32)cc1,3,16,1,13,7,1,0.95,-1,5
CN1CCN(c2nc(-c3ccc(C(C)(C)C)cc3)nc3ccccc23)CC1,30,28,-7,-3,-69,1,0.87,-3,13
CCOC(=O)c1cccc(NC(=O)COc2ccc([N+](=O)[O-])cc2)c1,15,6,-2,12,16,-8,0.95,-3,5
O=C(NC1CCCC1)c1ncn[nH]1,-22,11,0,3,7,-3,1,1,-1
O=c1c2ccccc2nnn1COc1ccc(F)cc1Cl,6,26,0,7,16,-4,0.93,-1,7
O=C(NCCNc1ccc([N+](=O)[O-])cc1)c1cccs1,-16,19,-2,2,-42,-5,0.93,-4,8
c1ccc(-c2nn3c(Cn4nnc5ccccc54)nnc3s2)cc1,10,-11,-1,8,-4,46*,0.81,1,19
CCOc1cc(CO)cc(Br)c1OCC(=O)Nc1ccccc1C,21,18,-1,-6,21,-13,0.9,2,10
CCCCCCCN1C/C=C\C(c2ccc(OC)cc2)N(Cc2ccc(F)cc2)C(=O)[C@H]1Cc1ccccc1 (stereo partly drawn),2,33,-7,14,8,0,0.94,1,6
N#CCCN(C(=O)COC(=O)c1cccc(S(=O)(=O)Nc2ccc([N+](=O)[O-])cc2)c1)c1ccccc1,11,15,0,7,11,-1,0.87,0,13
Cc1ccc(C)c(-c2csc(N)c2C(=O)OC(C)C)c1,-2,2,-3,-2,17,-6,1,-3,-4
Cc1cc(NC(=O)NC(C)(C(F)(F)F)C(F)(F)F)no1,8,13,-2,14,-2,-10,0.98,-3,2
CCN(CC)C(=O)Oc1ccc(Cl)c2ccccc12,2,26,-2,22,6,-6,0.94,-2,6
CSCCC(NC(=O)c1ccccc1)C(=O)Nc1ccncc1 (stereo not drawn),5,-5,-1,2,-3,2,0.96,0,4
O=C(O)c1ccc2cccc(Cl)c2c1O,2,5,-3,10,-1,-2,0.97,-2,3
O=C(COC(=O)c1ccccc1Cl)NC(=O)NCc1ccccc1,25,24,-1,-7,15,-1,0.97,-1,3
CC(=O)c1ccc(N2CCN(C(=O)Nc3cccc(F)c3)CC2)cc1,5,14,2,-8,-20,-3,1.1,2,-8
CCOCCCn1c(SCC(=O)N2CCOCC2)nc2ccccc2c1=O,2,17,-2,3,9,-13,0.94,1,6
Cc1cc(Oc2ccccc2)nc(N2CCOCC2)n1,14,10,-2,1,22,3,0.98,0,2
Cc1cc(=O)oc(C)c1C(=O)NCC(C)C,-2,11,2,3,-24,-4,0.9,-4,10
CCCn1c(SCC(=O)N2CCCCC2)nc2c1c(=O)n(C)c(=O)n2C,-14,0,-3,-7,7,-1,1,-5,-2
Cc1c([N+](=O)[O-])cc(C(=O)Nc2ccc(NC(=O)c3ccco3)cc2)cc1[N+](=O)[O-],3,23,-4,8,-17,-11,0.93,-4,7
C=CCNC(=O)NC(=O)COC(=O)c1cccnc1SC,3,13,1,3,-14,4,1.1,2,-6
Cc1ccc(CC(CC(=O)Nc2cccc(C(F)(F)F)c2)C(=O)O)cc1 (stereo not drawn),-2,-3,0,-50,11,-5,1,2,-3
Cc1c(C(=O)N2CCCC2)sc(NC(=O)c2ccco2)c1C#N,-8,21,-2,-6,7,-8,0.94,-1,6
O=C(NCc1ccc2c(c1)OCO2)C12CC3CC(CC(C3)C1)C2,19,19,1,-4,29,-2,1,0,0
Cc1ccc(C2=Nc3ccccc3N=C(c3ccc([N+](=O)[O-])cc3)C2)c(O)c1,-4,9,-2,2,10,4,1.1,0,-8
C#CCOCCOCCOCCNc1nc(N2CCN(C(=O)CCCCCCCCCCNC(=O)[C@H]([C@@H](C)CC)n3cc(CCCCN=C(N)N)nn3)CC2)nc(N2CCN(C(=O)CCCCCCCCCCNC(=O)[C@@H]([C@H](C)O)n3cc(C)nn3)CC2)n1,12,19,-6,-8,17,-5,4.7*,-4,-366
CCOC(=O)C(C)Sc1cc(CS(=O)(=O)c2ccccc2)nc(-c2ccccc2)n1 (stereo not drawn),6,8,-3,8,23,0,0.96,1,4
COc1ccccc1N(CC(=O)NC1CCCCC1)C(=O)CCC(=O)Nc1nccs1,13,-13,3,-4,14,-5,0.99,-3,1
O=S(=O)(C=C(c1ccccc1)c1ccccc1)c1ccccc1,-10,0,-3,-1,15,6,1,-4,0
CC(=O)Nc1cccc(C(=O)NC2CCCc3c2cnn3-c2ccc(C(C)(C)C)cc2)c1 (stereo not drawn),12,6,-6,-12,10,-8,1.1,-6,-10
O=C(c1ncn[nH]1)N1CCN(c2nc(-c3ccccc3)cs2)CC1,30,0,-3,-30,31,1,0.88,3,12
CC(=O)c1ccc(S(=O)(=O)Nc2cccc(-c3cn4c(n3)SCC4)c2)cc1,5,7,1,5,9,-5,0.94,-4,6
COCCCNC(=O)CSc1nc2ccccc2c(=O)n1CCCN1CCCCC1,2,5,2,4,5,-10,0.94,-3,6
Cc1c(C(=O)N2CCCCC2)c(S(=O)(=O)NCc2ccccc2Cl)c(C)n1C,16,16,0,-18,1,2,0.97,-2,3
Cc1ccc(S(=O)(=O)N/N=C2/CC(=O)CC(C)(C)C2)cc1[N+](=O)[O-],-6,3,-5,4,15,5,0.98,6,2
O=C(COC(=O)c1cc(Br)ccc1Cl)NC(=O)NCc1ccccc1,21,14,1,3,9,-1,0.91,0,9

# Single entries from above:
# COc1ccccc1N(CC(=O)NC1CCCCC1)C(=O)CCC(=O)Nc1nccs1 in mIAP block is listed with 1
# CCCn1c(SCC(=O)N2CCCCC2)nc2c1c(=O)n(C)c(=O)n2C in beta cell repl is listed with -3
# N#Cc1c(NC(=O)CSc2ncnc3c2cnn3-c2ccccc2Cl)sc2c1CCCC2 in A3A deaminase is listed with -2
# CCOC(=O)N1CCN(C(=O)C2CCN(Cc3ccc(O)c(OCC)c3)CC2)CC1 in tim10-1 inh is listed with 6
# Cc1c(C(=O)N2CCCCC2)c(S(=O)(=O)NCc2ccccc2Cl)c(C)n1C in tim10-1 inh is listed with 1
# Cc1cc(=O)oc(C)c1C(=O)NCC(C)C in A3G deaminase is listed with -4
# Cc1cc(NC(=O)NC(C)(C(F)(F)F)C(F)(F)F)no1 in A3A deaminase is listed with -3

# Bioassay records as filed in PubChem.
